Bioassay records as filed in PubChem BioAssay.
TRHR ag: activates the human TRH receptor. P34981. 0.18% of 360,000 active. activation, % at 2 µM. TRHR cells, calcium flux fluo-8, FDSS agonist mode; in the data active means activation above about 30%; further: 0% is about no effect
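Read-out: compound-evoked intracellular calcium rise in TRHR cells, fluo-8 dye, kinetic FDSS fluorescence at 1 s/cycle following a 10-cycle baseline. Cells cultured overnight before dye loading (30 min–1.5 h, RT).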
TrxR1 substrate: rat thioredoxin reductase 1 substrate activity | O89049 | purified TrxR1 substrate turnover, NADPH consumption readout | Potency, µM (series often up to 114 µM), inactives show at the highest dose activity change, negative = substrate turnover | 0.01% of 390,000 active | AID 588456; further: potency means the concentration at half of the fitted maximal effect; on the % scale 0 is the no-effect control and ±100 the full control effect; nearly all actives have a fitted effect of over 50% in size
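Rat TrxR1, dispensed at 90 nM, was prereduced with 400 uM NADPH (final) for 5 min at ~22 deg C, then incubated with compound 15 min before 400 uM selenite. A first-read NADPH fluorescence drop versus no-compound background flagged substrates.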
D2 antag: antagonists of human D2 dopamine receptor | 2% of 340,000 active | HEK293 TREx D2 cells, calcium flux, dopamine EC80 | AID 485344 | P14416 | inhibition, % at 10 µM; in the data active means inhibition above about 30%; further: 0% is about no effect
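Read-out: kinetic calcium fluorescence (1 cycle/s) in inducible HEK293 T-REx D2 cells after an EC80 dopamine addition that followed 180 s compound preincubation. Loss of the dopamine response indicates antagonism.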
mIDH1 inhibitor: inhibitors of human mutant IDH1 R132H. IDH1-R132H enzyme, NADPH consumption, diaphorase/resazurin fluorescence. AID 602179. 0.093% of 390,000 active. Potency, µM (titrated, usually from 76.6 µM), for the others: at the highest dose activity change, negative = inhibition, actives largely listed as inhibitors. O75874; further: potency means the concentration at half of the fitted maximal effect; on the % scale 0 is the no-effect control and ±100 the full control effect; nearly all actives have a fitted effect of over 65% in size
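IDH1-R132H (0.5 ug/mL) preincubated 30 min with compound, then NADPH (0.016 mM) and alpha-KG (2 mM) added; 80 min at RT, pH 7.5. Remaining NADPH coupled via diaphorase/resazurin to fluorescence (540/590 nm); concentration-response curves normalized to no-enzyme control.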
TRHR enhancer: allosterically enhances the human TRH receptor; P34981; TRHR cells, fluo-8 calcium fluorescence, EC20 TRH enhancement; enhancement, % at 2 µM; 0.66% of 360,000 active; in the data active means enhancement above about 30%; further: 0% is about no effect
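Enhancer read-out: after compound pinning and an initial kinetic agonist-mode read, an EC20 of TRH (10 nM final) was injected and fluo-8 calcium signal (Ex 480/Em 530) followed at 1 s/cycle for 100 cycles in TRHR-expressing cells.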
Pin1 inhibitor: blocks the human prolyl isomerase Pin1 | 0.009% of 390,000 active | AID 504891 | Potency, µM (series often up to 115 µM), inactives show at the highest dose activity, negative = inhibition, hits mostly inhibitors | Pin1 FP peptide displacement, HiFluor488, 10 min | Q13526; active means well fitted inhibition curve with a large enough effect in the polarisation, with a control signal flat, not every such curve was filed as active; inconclusive means small, poorly fitted or top-dose-only effect, or effect the other way, or a change in a side signal; inactive means no such curve, though single readings can be large or run the other way; the % refers to the polarisation; further: potency means the concentration at half of the fitted maximal effect; on the % scale 0 is the no-effect control and ±100 the full control effect
Target sequence (Q13526 whole entry, looked up): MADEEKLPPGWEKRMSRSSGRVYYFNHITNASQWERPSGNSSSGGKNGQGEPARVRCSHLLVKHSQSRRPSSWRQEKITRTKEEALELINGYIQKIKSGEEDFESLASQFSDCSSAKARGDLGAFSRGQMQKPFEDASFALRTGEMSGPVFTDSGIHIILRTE
TrxR1 inh: inhibitors of rat thioredoxin reductase 1; O89049; recombinant rTrxR1, NADPH fluorescence consumption, selenite substrate; Potency, µM (series often up to 114 µM), for inactives: at the top dose activity change, negative = inhibition, actives largely listed as inhibitors; 1% of 390,000 active; AID 588453; further: potency means the concentration at half of the fitted maximal effect; on the % scale 0 is the no-effect control and ±100 the full control effect; nearly all actives have a fitted effect of over 65% in size
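Rat TrxR1 (90 nM in the dispensed reagent) was pre-reduced with 400 uM NADPH for 5 min at room temperature, then incubated with compound for 15 min. After 400 uM selenite was added, NADPH fluorescence (Ex 340/Em 450 nm) was followed for 8 min.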
USP1 inh: inhibitors of human USP1/UAF1 deubiquitinase | AID 743255 | 0.23% of 390,000 active | Potency, µM (series often up to 57.1 µM), for inactives: at the top dose activity change, negative = inhibition, usual class: inhibitors | recombinant USP1/UAF1, Ub-Rhodamine cleavage fluorescence | O94782; further: potency means the concentration at half of the fitted maximal effect; on the % scale 0 is the no-effect control and ±100 the full control effect; nearly all actives have a fitted effect of over 60% in size; inactives centre near -12
Target sequence (O94782 whole entry, looked up): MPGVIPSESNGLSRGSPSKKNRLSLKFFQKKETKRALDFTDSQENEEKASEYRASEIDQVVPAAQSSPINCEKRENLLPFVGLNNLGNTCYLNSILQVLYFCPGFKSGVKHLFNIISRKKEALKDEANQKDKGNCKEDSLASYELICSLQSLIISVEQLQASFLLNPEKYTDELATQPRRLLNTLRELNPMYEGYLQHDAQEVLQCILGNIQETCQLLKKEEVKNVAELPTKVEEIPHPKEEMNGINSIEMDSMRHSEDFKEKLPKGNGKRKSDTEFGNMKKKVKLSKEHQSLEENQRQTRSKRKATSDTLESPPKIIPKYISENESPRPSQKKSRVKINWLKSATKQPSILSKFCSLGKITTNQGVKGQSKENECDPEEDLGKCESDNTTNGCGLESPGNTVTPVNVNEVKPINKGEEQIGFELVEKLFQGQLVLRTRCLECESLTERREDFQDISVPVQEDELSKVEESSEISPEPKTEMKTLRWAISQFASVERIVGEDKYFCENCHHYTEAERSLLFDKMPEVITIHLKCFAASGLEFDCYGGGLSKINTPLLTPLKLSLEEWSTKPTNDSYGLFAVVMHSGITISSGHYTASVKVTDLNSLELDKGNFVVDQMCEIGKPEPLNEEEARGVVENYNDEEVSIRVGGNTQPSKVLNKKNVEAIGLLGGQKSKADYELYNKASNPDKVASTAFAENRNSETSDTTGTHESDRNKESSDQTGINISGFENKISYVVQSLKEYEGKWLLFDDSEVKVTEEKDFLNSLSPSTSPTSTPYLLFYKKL
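USP1/UAF1 complex (1 nM) preincubated 15 min at room temperature with compound, then Ub-Rho substrate (150 nM final) added. Kinetic fluorescence at 480/540 nm over 6 reads at 60 s intervals; 50 mM HEPES pH 7.8, 0.5 mM EDTA, 0.1 mg/ml BSA, 1 mM TCEP, 0.01% Tween-20.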
D2 ag: activates the human D2 dopamine receptor; P14416; HEK293 T-REx D2 cells, calcium flux agonist mode; activation, % at 2 µM; 0.53% of 340,000 active;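 active means activation over 3 SD above normal in the single-dose calcium agonist read, cut at about 30% in these data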; further: 0% is about no effect
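Agonism scored from kinetic calcium signal (1 read/sec, 180 s) following compound pin transfer, after a 10 s baseline. Cells: HEK293 Trex line expressing inducible D2 receptor coupled to calcium, dye-loaded after overnight culture at 30 C.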
Numbers without * were called inactive; u = inconclusive; x = not tested or not shown; & = joins results of further samples; [ ] = dose if it differs, or a comment. Unless noted, the call rests on the fitted dose curve; in most records, active means well fitted inhibition curve with a large enough effect; inconclusive means small, poorly fitted or top-dose-only effect; inactive means no such curve, though single readings can be large or run the other way. An excerpt; count on the stated rates, not on these rows.

no.	Structure	mIDH1 inhibitor	D2 antag	TRHR ag	TrxR1 substrate	Pin1 inhibitor
1	CC(C)C(=O)N(Cc1cc2ccccc2[nH]c1=O)C(C)(C)C	5%	5	0.6	5%[57.1 µM]	3%
2	CNS(=O)(=O)c1cn(CC(=O)Nc2ccc(C(C)=O)cc2)cc1S(=O)(=O)NC	5%	x	0.5	-3%	-7%
3	CC(C)(C)C(=O)Nc1c2c(nn1-c1cccc(Cl)c1)CS(=O)(=O)C2	1%	-4	0.0	9%	-11%
4	COc1ccc(CCNc2nc(SCc3ccc(F)cc3)nc3ccccc23)cc1OC	18%	x	0.6	4%[57.1 µM]	0%
5	CCNC(=O)c1ccc(CSc2ccc(Cl)cc2)cc1	-7%	-8	0.0	-1%	0%
6	CCN(CC)CCCC(C)NC(=O)c1cccc(S(=O)(=O)N2CCc3ccccc32)c1 (centres undefined)	-6%	-4	0.3	6%[57.1 µM]	-4%
7	O=C1C(=O)c2c(ccc3ccccc23)-c2ccccc21	12%	x	x	-21%	-8%
8	CCN(CC)CC#Cc1ccc(C)cc1	4%	2	0.1	3%[57.1 µM]	-1%
9	COc1ccc(CCNc2ncnc3c2c(-c2ccccc2)cn3-c2ccc(F)cc2)cc1OC	-7%	x	0.3	-1%[57.1 µM]	9%
10	Cc1ccc(CN2CCC(Oc3cccc(C(=O)N(C)CCN(C)C)c3)CC2)cc1C	-11%	-4	1.3	-2%	0%

no.	D2 ag	TrxR1 inh	USP1 inh	TRHR enhancer
1	0.2	-21%[57.1 µM]	-22%	-1
2	0.7	19%	-4%	2
3	-0.3	9%	-10%	6
4	-1.0	9%[57.1 µM]	-2%	1
5	-0.6	15%	-8%	6
6	0.7	-37%	0%	-4
7	x	17%	4µM*	x
8	0.9	8%[57.1 µM]	-17%	3
9	-0.3	4%[57.1 µM]	-7%	-1
10	0.0	-22%	-21%	1

Screen by screen, as entered above:
TrxR1 substrate for entries 1 to 10: 5%[57.1 µM], -3%, 9%, 4%[57.1 µM], -1%, 6%[57.1 µM], -21%, 3%[57.1 µM], -1%[57.1 µM], -2%

Further results
no.	Structure	mIDH1 inhibitor	D2 antag	TRHR ag	TrxR1 substrate	Pin1 inhibitor
11	O=C(Nc1cc(F)ccc1F)c1ccc(CN2CC(=O)N3CCCCC3C2=O)cc1 (centres undefined)	-8%	x	-1.0	3%	0%
12	COc1ccc(S(C)(=O)=O)cc1S(C)(=O)=O	0%	17	1.0	6%	0%
13	CCOc1ccc2nc(NC(=O)C3(C)CC3(Br)Br)sc2c1 (centres undefined)	2%	x	x	-8%	7%
14	CCOC(=O)N1CCN(C(=O)CNC(=O)Cc2ccc(Cl)cc2)CC1	1%	12	-0.6	-1%	16%
15	COc1ccc(CCN(C)C(=O)c2c(C)noc2C)cc1OC	0%	-7	-0.9	-1%	-1%
16	Cc1ccc(CSc2nc3ncccc3[nH]2)cc1	5%	0	-0.6	1%	0%
17	O=C1CN(C(=O)CSc2nc3ccccc3c(=O)n2Cc2ccc(F)cc2)c2ccccc2N1	-1%	-6	-0.4	3%	23%
18	COc1ccc(-c2onc(C)c2C)cc1S(=O)(=O)NCC1CCN(Cc2cccc(F)c2)CC1	2%	x	-0.1	3%[57.1 µM]	-1%
19	Cc1cc(C)c2cc3c(ccn3C3OC[C@H](O)[C@H](O)[C@H]3O)cc2n1 (some centres undefined)	1%	4	1.5	8%[11.4 µM]	u
20	COc1cc(/C=C2\SC(=S)N(CC(=O)Nc3ccccn3)C2=O)cc(OC)c1OC	-2%	4	1.4	-7%	u

no.	D2 ag	TrxR1 inh	USP1 inh	TRHR enhancer
11	-0.8	12%	7%	16
12	0.4	7%	-7%	6
13	x	10%	0%	x
14	0.1	7%	-8%	-4
15	-0.7	16%	-3%	4
16	-1.0	-4%	-12%	-8
17	-1.6	39%[activator]	-14%	-6
18	0.1	7%[57.1 µM]	-7%	-2
19	-0.9	6%[11.4 µM]	-6%	3
20	0.1	-15%	-11%	22

New compounds follow
no.	Structure	mIDH1 inhibitor	D2 antag	TRHR ag	TrxR1 substrate	Pin1 inhibitor
21	CC(Sc1ncccn1)C(=O)Nc1ccc2c(c1)OCCO2 (centres undefined)	7%	x	0.0	-6%	5%
22	CCC(=O)Nc1nc(C)c(C(=O)Nc2cccc(Cl)c2)s1	2%	5	-1.1	0%	0%
23	COC(=O)c1nc2n(n1)C(c1cc(OC)ccc1OC)C=C(c1ccc(Br)cc1)N2 (centres undefined)	-7%	x	-0.1	2%[57.1 µM]	18%
24	CC(=NCc1ccccc1)C1=C(O)COC1=O	1%	-5	1.5	4%[57.1 µM]	5%
25	CC1(C)OC(=O)C(=CNCC(O)c2ccccc2)C(=O)O1 (centres undefined)	-2%	13	0.7	10%	-3%
26	O=c1c(-c2ccnn2-c2ccc(F)cc2)cnc2n1CCS2	-1%	-10	1.5	-13%	-10%
27	CCOc1ccccc1NC(=O)CSc1nccn1-c1ccc(Cl)cc1	21%	x	-0.4	5%[57.1 µM]	3%
28	O=C(COC(=O)Cc1ccc(S(=O)(=O)N2CCOCC2)s1)Nc1ccccc1	6%	x	x	-4%[57.1 µM]	u
29	O=C(CN(Cc1ccccc1Cl)S(=O)(=O)c1ccc(Cl)cc1)N/N=C/c1ccc(C(=O)O)cc1	-21%	-5	0.0	1%	u
30	O=C(O)C(c1ccccc1)N1C(=O)c2ccccc2C1=O (centres undefined)	-4%	18	0.6	3%	-2%

no.	D2 ag	TrxR1 inh	USP1 inh	TRHR enhancer
21	x	2%	-3%	1
22	-1.5	23%	-25%	-4
23	x	12%[57.1 µM]	-25%	-5
24	1.4	-6%[57.1 µM]	4%	-4
25	0.1	20%	-23%	0
26	1.1	-17%	-6%	1
27	1.0	25%[57.1 µM]	-9%	7
28	x	9%[2.29 µM]	2%	x
29	0.0	28%	-3%	-2
30	0.7	20%	-1%	5

(list continues)
no.	Structure	mIDH1 inhibitor	D2 antag	TRHR ag	TrxR1 substrate	Pin1 inhibitor
31	COc1ccc(N/C(C)=C/C(=S)Nc2ccccc2)cc1	9%	-2	0.2	-4%	7%
32	CCCn1c(SC(C)C(=O)N2CCOCC2)nc2ccc(Br)cc2c1=O (centres undefined)	-8%	10	0.1	-4%	-1%
33	CC(C)NC(=S)Nc1cccc2cnccc12	7%	x	-0.2	6%[57.1 µM]	-8%
34	COc1ccc2nc(NC(=O)c3nc(S(=O)(=O)Cc4ccccc4F)ncc3Cl)sc2c1	-10%	x	-0.8	-6%	104%[activator]
35	CN(c1ccccc1)S(=O)(=O)c1ccc(C(=O)Nc2nnc(C3=COCCO3)o2)cc1	7%	6	-0.7	-4%	2%
36	Cc1ccc(-n2c(=O)c3sccc3n(CC(=O)NCc3ccco3)c2=O)cc1	-2%	6	0.1	-4%	4%
37	OCCCCNCc1ccc(OCc2ccccc2)cc1	3%	3	-0.3	10%	7%
38	COc1ccc(NC2CCCN(C(=O)CN3CCOC3=O)C2)cc1OC (centres undefined)	3%	-15	1.1	-11%	-12%
39	CCOCc1nnc(NC(=O)C2CCN(C(=O)C3CC(=O)N(c4ccc(C)cc4)C3)CC2)s1 (centres undefined)	-2%	24	-0.1	6%	-6%
40	COc1cccc(-c2nc(CS(=O)(=O)CC(=O)Nc3ccc(F)cc3F)c(C)o2)c1	0%	0	-0.1	-6%	-12%

no.	D2 ag	TrxR1 inh	USP1 inh	TRHR enhancer
31	0.3	u	-6%	3
32	-0.1	3%	-8%	1
33	x	-2%[57.1 µM]	-20%	-3
34	4.7	0%	-19%	-4
35	-0.9	8%	-5%	3
36	1.0	4%	-9%	8
37	0.1	11%	-6%	3
38	0.0	-8%	-21%	20
39	-0.3	21%	-23%	-1
40	-0.3	-13%	-12%	30*

The listing continues.
no.	Structure	mIDH1 inhibitor	D2 antag	TRHR ag	TrxR1 substrate	Pin1 inhibitor
41	Cc1cc(C)n2nc(SCCC(=O)NCCc3ccccc3)nc2n1	1%	-9	-0.3	-10%	2%
42	COc1cc(Cl)c(NS(=O)(=O)c2ccc3c(c2)CC(C)N3C(=O)C2CCC2)c(OC)c1 (centres undefined)	-9%	x	-0.4	-4%	0%
43	COc1ccc(-n2cc(-c3ccc(Br)cc3)[nH]c2=S)cc1	5%	-13	-0.1	-5%[57.1 µM]	-1%
44	C=CCCN(C(CC(C)C)C(=O)OC)S(=O)(=O)c1cc(Br)ccc1Br (centres undefined)	11%	-6	-0.3	-14%	3%&3%

no.	D2 ag	TrxR1 inh	USP1 inh	TRHR enhancer
41	0.0	-5%	4%	0
42	-1.2	5%	0%	5
43	1.1	21%[57.1 µM]	-16%	0
44	0.2	-4%	-20%	0

Shown as a hit in USP1 inh (from the list above):
No.	Structure	D2 antag	TRHR ag	TrxR1 substrate	Pin1 inhibitor	TrxR1 inh	USP1 inh	TRHR enhancer
7	O=C1C(=O)c2c(ccc3ccccc23)-c2ccccc21	x	x	-21%	-8%	17%	4µM*	x

Pulled by structure from the entries so far:
no.	Structure	mIDH1 inhibitor	D2 antag	TRHR ag	TrxR1 substrate	Pin1 inhibitor
41	Cc1cc(C)n2nc(SCCC(=O)NCCc3ccccc3)nc2n1	1%	-9	-0.3	-10%	2%
43	COc1ccc(-n2cc(-c3ccc(Br)cc3)[nH]c2=S)cc1	5%	-13	-0.1	-5%[57.1 µM]	-1%

no.	D2 ag	TrxR1 inh	USP1 inh	TRHR enhancer
41	0.0	-5%	4%	0
43	1.1	21%[57.1 µM]	-16%	0
